Bioassay records as filed in PubChem.
KB-3-1 cytotox: qHTS assay for MDR1-selective chemotherapeutics: Primary screen using the parental adenocarcinoma cell KB-3-1; hit rate 1.4% among 400,000; Potency, µM (doses to about 46.1 µM), for inactives: at the highest dose activity change, negative = cytotoxic, hits mostly cytotoxic; KB-3-1 viability, CellTiter-Glo ATP luminescence, 72 h; further: potency means the concentration at half of the fitted maximal effect; on the % scale 0 is the no-effect control and ±100 the full control effect; nearly all actives have a fitted effect of over 60% in size
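Cells are dispensed, compounds pinned in, plates held at 37 °C for 72 h, then CellTiter-Glo is added and luminescence read after 10 minutes. Cell line: parental KB-3-1 in phenol-red-free DMEM, 10% FBS.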
GLP-1R agonist: qHTS of GLP-1 Receptor Agonists; Glucagon-like peptide 1 receptor (Homo sapiens), P43220; HEK293 GLP-1R CRE-luciferase, luminescence, 4-6 h; cells express a hypersensitive GLP-1R form; Potency, µM (top dose mostly 45.6 µM), without a hit: top-dose activation, hits mostly activators; hit rate 0.007% among 380,000; further: potency means the concentration at half of the fitted maximal effect; % of control where 0% means no effect
Target sequence (P43220 whole entry, looked up): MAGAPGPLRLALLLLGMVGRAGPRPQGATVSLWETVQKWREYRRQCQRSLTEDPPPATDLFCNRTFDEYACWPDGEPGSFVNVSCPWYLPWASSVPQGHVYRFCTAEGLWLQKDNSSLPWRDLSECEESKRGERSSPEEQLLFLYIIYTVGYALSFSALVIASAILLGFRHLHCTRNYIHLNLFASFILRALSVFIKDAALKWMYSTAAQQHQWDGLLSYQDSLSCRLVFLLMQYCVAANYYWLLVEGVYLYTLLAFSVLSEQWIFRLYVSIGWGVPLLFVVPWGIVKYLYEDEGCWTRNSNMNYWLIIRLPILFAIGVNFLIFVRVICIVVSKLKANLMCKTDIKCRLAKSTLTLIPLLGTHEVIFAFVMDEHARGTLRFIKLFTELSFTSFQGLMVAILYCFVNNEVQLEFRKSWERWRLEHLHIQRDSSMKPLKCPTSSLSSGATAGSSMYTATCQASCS
KB-V1 cytotox: qHTS assay for MDR1-selective chemotherapeutics: Primary screen using the drug-selected MDR subline cells KB-V1; KB-V1 MDR cells viability, CellTiter-Glo, 72 h; Potency, µM (highest dose often 46.1 µM), for the others: top-dose activity change, negative = cytotoxicity, usual class: cytotoxic; hit rate 3.4% among 400,000; further: potency means the concentration at half of the fitted maximal effect; on the % scale 0 is the no-effect control and ±100 the full control effect; nearly all actives have a fitted effect of over 60% in size
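Cytotoxicity toward P-gp-expressing KB-V1 cells was determined as loss of CellTiter-Glo luminescence after 72 h at 37 degrees C. Compounds were tested in quantitative HTS format across a concentration range, with curves fitted to normalized data.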
SW480 rerep: A quantitative high throughput screen for small molecules that induce DNA re-replication in SW480 colon adenocarcinoma cells. SW480 DNA re-replication, Hoechst DNA content imaging, 48 h. Potency, µM (highest dose often 46.1 µM), for inactives: at the highest dose re-replication activation, hits mostly activators. hit rate 1.8% among 340,000. AID 624297, 2012; further: potency means the concentration at half of the fitted maximal effect; % of control where 0% means no effect; nearly all actives have a fitted effect of over 55% in size
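DNA re-replication was detected as more nuclei of elevated Hoechst intensity after 48 hr exposure to compound (23 nL pinned per well of 250 cells).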
HT1080 IDH1KD tx: qHTS for induction of synthetic lethality in tumor cells producing 2HG: qHTS for the HT-1080-IDH1KD cell line; AID 686971, 2013; Potency, µM (highest dose often 46.1 µM), without a hit: at the top dose activity, negative = toxicity, most hits filed as cytotoxic; hit rate 2% among 360,000; HT-1080 IDH1 knockdown viability, ATP luminescence, 48 h;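 further: potency means the concentration at half of the fitted maximal effect; 0% = DMSO wells and -100% = cell-free medium wells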
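In this qHTS, HT-1080 cells depleted of IDH1 are exposed for 48 h at 37 °C to compound titrations. Toxicity is scored from CellTiter-Glo luminescence, with DMSO as full viability and medium alone as none.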
IL1B secr inh: qHTS for Inhibitors of Inflammasome Signaling: IL-1-beta AlphaLISA Primary Screen; THP-1 LPS/ATP IL-1B secretion, AlphaLISA, 16 h; stronger effect = lower value; activity change, % at 57.5 µM; hit rate 4.7% among 360,000; AID 743279, 2014; in the data active means activity change below about -50%; inconclusive means mostly about -30% to -49%; further: on the % scale 0 is the no-effect control and ±100 the full control effect
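Secreted IL-1B measured by AlphaLISA bead assay after 16 h compound exposure of THP-1 cells; compounds (final up to 57.5 uM) added 1 h before LPS (250 ng/mL) and ATP (1.25 mM) stimulation; lower signal means less secretion.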
D3 ag: qHTS of D3 Dopamine Receptor Agonist: qHTS; D(3) dopamine receptor (Homo sapiens), P35462; D3R DiscoveRx beta-arrestin cells, luminescence, 90 min; max activation, %; hit rate 0.58% among 410,000; AID 652048, 2013; in the data active means max activation above about 30%; further: 0% is about no effect; mostly tested at two doses, the higher about 12 µM
Target sequence (P35462 whole entry, looked up): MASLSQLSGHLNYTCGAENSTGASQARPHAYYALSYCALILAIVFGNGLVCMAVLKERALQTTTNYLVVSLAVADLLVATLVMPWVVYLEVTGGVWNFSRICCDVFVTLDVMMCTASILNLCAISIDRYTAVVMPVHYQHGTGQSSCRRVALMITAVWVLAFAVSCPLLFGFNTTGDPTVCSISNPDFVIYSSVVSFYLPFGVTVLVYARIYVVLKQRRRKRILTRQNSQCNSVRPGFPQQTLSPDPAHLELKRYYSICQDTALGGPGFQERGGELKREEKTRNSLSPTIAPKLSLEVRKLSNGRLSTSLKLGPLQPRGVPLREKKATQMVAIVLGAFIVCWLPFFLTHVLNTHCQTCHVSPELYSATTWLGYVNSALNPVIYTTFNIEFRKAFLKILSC
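Agonist-mode cell screen: cells plated at 1500/well and incubated overnight at 37 °C, then exposed to library compounds for 90 min at 37 °C. Detection reagent was added for 30–60 min at room temperature, and luminescence was read.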
HT1080-NT tox: qHTS for induction of synthetic lethality in tumor cells producing 2HG: qHTS for the HT-1080-NT fibrosarcoma cell line; hit rate 1.6% among 360,000; HT-1080-NT fibrosarcoma viability, CellTiter-Glo ATP luminescence, 48 h; Potency, µM (doses to about 46.1 µM), for the others: at the highest dose activity, negative = less viability, hits mostly cytotoxic;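 further: NT is the 2HG producing partner of a matched IDH1 knockdown line; potency means the concentration at half of the fitted maximal effect; 0% = DMSO-treated cells and -100% = media-only wells without cells; nearly all actives have a fitted effect of over 55% in size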
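Read-out is CellTiter-Glo luminescence after 10 minutes at room temperature, following 48 hours' compound treatment of HT-1080-NT cells (750 cells/well, RPMI, 5% FBS, 37 degrees C).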
DRD3 antagonist: qHTS of D3 Dopamine Receptor Antagonist: qHTS | D(3) dopamine receptor (Homo sapiens), P35462 | D3R cells, DiscoveRx beta-arrestin luminescence, antagonist mode; stronger effect = lower value | max response, negative = inhibition, % | hit rate 2.5% among 360,000; in the data active means max response below about -50%; inconclusive means no clear call, values can overlap the other calls; further: on the % scale 0 is the no-effect control and ±100 the full control effect; mostly tested at two doses, the higher about 12 µM
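Cells expressing the human receptor were seeded at 1500 cells/well, incubated overnight at 37 degrees C in 5% CO2, then exposed to library compounds with dopamine controls for 90 minutes at 37 degrees C before luminescent detection.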
* = called active by the depositor; ? = inconclusive; . = no result given; [ ] = remark or other dose. Unless noted, the call rests on the fitted dose curve; in most records, active means well fitted curve in the direction sought with a large enough effect; inconclusive means small, poorly fitted or top-dose-only effect, or another doubt; inactive means no such curve, though single readings can be large; an effect the other way counts as inactive or inconclusive.

entry	compound	DRD3 antagonist	HT1080 IDH1KD tx	KB-V1 cytotox	GLP-1R agonist	IL1B secr inh	SW480 rerep	KB-3-1 cytotox	HT1080-NT tox	D3 ag
1	CCC(C)(C)NC(=O)C(c1ccc(C)cc1)N(Cc1ccco1)C(=O)Cn1nnc2ccccc21 (stereo not drawn)	-29	?	?	-6%	31	1%	4%	?	-2
2	C/C=C/C(=O)OCC(=O)Nc1cccc(S(=O)(=O)NC2=NCCCCC2)c1	-7	-1%	?	1%	4	-1%	-5%	1%	-5
3	Cn1c(=O)c2[nH]c(C=Cc3ccc4c(c3)OCO4)nc2n(C)c1=O	12	21%	13%	1%	0	-5%	2%	12%	-16
4	CC(=O)OCc1c(COC(C)=O)[n+](=O)c2ccccc2n1[O-]	5	1%	15%	-6%	28	-6%	12%	4%	3
5	CC(=O)N1CCN(C(C(=O)Nc2c(C)cccc2C)c2cccc(F)c2)CC1 (stereo not drawn)	1	20%	-19%	.	-3	.	6%	16%	1
6	CCn1c(NCc2ccccc2Cl)nc2ccccc21	19	-3%	-29%	16%	-24	-2%	-4%	-12%	-11
7	CCOC(=O)c1c(C)[nH]c(C)c1C(=O)CSc1nnc(-c2ccco2)n1Cc1ccccc1	-23	1%	-1%	12%	-2	2%	?	1%	2
8	COc1ccc(/C=N/NC(=S)Nc2ccccc2)cc1COc1cccc(C)c1C	-10	12%	-25%	-4%	15	0%	-2%	25%	1

Entries from the list above that have an NH in an aromatic ring, in the order listed:
entry	compound	DRD3 antagonist	HT1080 IDH1KD tx	KB-V1 cytotox	GLP-1R agonist	IL1B secr inh	SW480 rerep	KB-3-1 cytotox	HT1080-NT tox	D3 ag
3	Cn1c(=O)c2[nH]c(C=Cc3ccc4c(c3)OCO4)nc2n(C)c1=O	12	21%	13%	1%	0	-5%	2%	12%	-16
7	CCOC(=O)c1c(C)[nH]c(C)c1C(=O)CSc1nnc(-c2ccco2)n1Cc1ccccc1	-23	1%	-1%	12%	-2	2%	?	1%	2

Remaining list, next part:
entry	compound	DRD3 antagonist	HT1080 IDH1KD tx	KB-V1 cytotox	GLP-1R agonist	IL1B secr inh	SW480 rerep	KB-3-1 cytotox	HT1080-NT tox	D3 ag
9	O=C(NC(=S)Nc1ccc(CN2CCOCC2)cc1)c1cc2ccccc2o1	35	0%	-2%	-3%	-6	-5%	10%	2%	2
10	O=C(Nc1cnc2ccccc2c1)C1COc2ccccc2O1 (stereo not drawn)	24	-1%	-6%	0%	-18	-1%	-1%	-1%	7
11	COCCN1C(=O)c2ccc(C(=O)Nc3nccs3)cc2C1=O	-18	1%[9.24 µM]	5%	0%	-3	1.2µM*	6%	-4%	1
12	COC(=O)c1c(NC(=O)CN2C(=O)C(=O)N(CC(C)C)C2=O)sc(C)c1C	0	-4%	-6%	-12%	10	0%	8%	-2%	1
13	CC(=O)N1c2ccc(S(=O)(=O)N3CCC(C(=O)Nc4ncccc4C)CC3)cc2CC1C (stereo not drawn)	7	2%	-8%	8%	39	-6%	-7%	29%	-5
14	O=C(CCn1c(=O)sc2ccccc21)NCc1ccc2c(c1)OCO2	-18	-7%	?	1%	10	0%	7%	7%	-11
15	Cc1ccc(-n2c(SCC(=O)NCCN3C(=O)CSC3=O)nnc2-c2ccccc2F)cc1	12	0%	2%	15%	1	.	0%	5%	4
16	CCNC(=S)NNC(=O)c1csc(C(C)C)c1	37	3%	21µM*	-5%	-5	-2%	?	-1%	3
17	CCOCCCNC(=O)C(NC(=O)c1ccc(NC(C)=O)cc1)c1ccccc1 (stereo not drawn)	-10	20%	-1%	-8%	5	0%	2%	10%	-5
18	CC(C)N1CCN(Cc2cc(F)ccc2-n2cccn2)CC1CCO (stereo not drawn)	1	2%	12%	10%	10	-68%[inhibitor]	-8%	-20%	-6
19	CC(C)C(OC(=O)c1cccs1)C(=O)NC1CCCCC1 (stereo not drawn)	-12	-2%	?	15%	4	-9%	-1%	-2%	-3
20	O=C(O)C1CC2C3CC(C(=O)O)C(C3)C2C1 (stereo not drawn)	-22	1%	12%	23%	9	-5%	?	3%	-5
21	CCOC(=O)CSc1nc2ccc(Nc3nc(N4CCOCC4)nc(N4CCOCC4)n3)cc2s1	23	?	-19%	0%	17	-4%	22%	3%	20
22	COc1cc(Cl)c(NS(=O)(=O)c2c(C(=O)N3CCCC3)c(C)n(C)c2C)c(OC)c1	7	13%	12%	0%	9	-10%	-1%	5%	1
23	O=C(c1cc(-c2ccccc2)on1)N1CCCc2ccccc21	14	13%	26%	3%	11	-2%	3%	14%	1
24	CC(C)c1ccc2[nH]c(O)c(N=NC(=O)c3ccc(CSc4nncn4C)cc3)c2c1	16	-5%	-8%	14%	?	-23%	-6%	-7%	-1
25	COc1ccc([C@H]2[C@@H]3C=CCC[C@@]3(C)C(=O)N2Cc2ccccc2)cc1Cl	-55*	-17%	-16%	10%	-9	?	-17%	-21%	-21
26	CC(NC(=O)COC(=O)COc1ccc(Cl)cc1)c1ccccc1 (stereo not drawn)	1	11%	8%	0%	7	-20%	?	8%	1
27	Cc1c(Cl)cnc(NC(=O)COC(=O)CCC(=O)c2cccs2)c1Cl	-8	-1%	-3%	2%	23	-7%	8%	0%	-2
28	O=C(Nc1cn(-c2ccccc2)nc1-c1ccccc1)c1ccccc1	6	3%	?	-5%	-29	-3%	15%	-3%	2
29	CSCc1cc(C(=O)NC2CC2)c(N)s1	-5	16%	5%	.	5	.	6%	20%	0
30	Cc1ccc(-n2cc(C(=O)O)c(=O)cc2C)c(C)c1	13	7%	10%	0%	30	3%	15%	6%	6
31	CC1CC(C)CN(S(=O)(=O)c2cccc(C(=O)N3C(=O)c4cccc(N)c4C3=O)c2)C1 (stereo not drawn)	20	-4%	8%	-2%	19	-1%	0%	-9%	1
32	COc1ccc(CNC(=O)c2ccc(-c3ccccc3)cc2)cc1OC	-1	?	-1%	-2%	0	-6%	-12%	-25%	-21
33	O=C(CCCN1C(=O)/C(=C/c2ccccc2Cl)SC1=S)NNC(=O)c1cccnc1	-13	-11%	0%	-9%	-7	-2%	-1%	-8%	-6
34	CCC(Oc1ccccc1)C(=O)N1CCC(C(N)=O)CC1 (stereo not drawn)	-12	10%	0%	2%	7	-7%[9.22 µM]	4%	-2%	-4
35	CCOC(=O)C1CC=C(Cl)CC1C(=O)Nc1nccs1 (stereo not drawn)	26	5%	11%	-1%	10	-2%	20%	-4%	-5
36	Cc1ccc(S(=O)(=O)N2CCCC(C(=O)NC3CCCC3)C2)cc1Cl (stereo not drawn)	2	-3%	13µM*	0%	-10	-6%	?	-9%	-8
37	COc1ccccc1-c1cc(C(=O)N2CCN(c3ccc(F)cc3)CC2)no1	-13	9%	-6%	0%	-4	-5%	-2%	-23%	-11
38	Nc1ccc(-c2c3ccc(=O)cc-3oc3cc(O)ccc23)c(C(=O)O)c1	?	-6%	-6%	-2%	-15	-9%	2%	-1%	-28
39	CCCCCC(=O)N1C[C@@H](O)[C@H](n2cc(COC(=O)c3ccccc3)nn2)C[C@@H]1c1ccc(OC)cc1	17	16%	-12%	4%	17	.	13%	14%	4
40	CCCc1cc(=O)[nH]c(SCC(=O)NN(c2ccccc2)c2ccccc2)n1	-16	-1%	9%	1%	24	15%	?	-3%	-3
41	O=C(CC1Nc2ccccc2NC1=O)NCC1COc2ccccc2O1 (stereo not drawn)	?	-6%	-3%	-1%	9	1%	-1%	-7%	-8
42	COc1ccccc1NC(=O)N1CCN(c2cc(-c3ccccc3)nc3ncnn23)CC1	33	11%	6%	4%	?	-4%	?	0%	26
43	Cc1ccc(-c2cc(C(F)F)n3ncc(C(=O)N4CCCCC4c4cccnc4)c3n2)cc1 (stereo not drawn)	25	-13%	?	15%	0	?	-2%	-14%	3
44	O=C1OC(c2ccc(Br)cc2)=N/C1=C\N1CCCCC1	14	12%	-11%	7%	?	-3%	17%	12%	-2
45	O=C(C(=O)c1cc(Br)ccc1O)c1cc(Br)ccc1O	-13	2.9µM*	?	1%	-84*	?	23µM*	3.7µM*	12
46	Cc1cc(C)c2nc(SCCC#N)nc(C)c2c1	10	-9%	2%	12%	21	-5%	-4%	-4%	3
47	Cc1cc(C)cc(OCC(=O)Nc2cc(C)on2)c1	-5	?	?	1%	-14	-3%	13%	25%	-21
48	Cn1c(Cn2c(=O)sc3ccccc32)nnc1SCc1ccccc1	-26	0%	-1%	1%	5	-3%	2%	0%	3
49	CCOc1ccccc1N(C(=O)c1snc(C(N)=O)c1N)C(C(=O)NC1CCCC1)c1ccco1 (stereo not drawn)	4	-1%	10µM*	-5%	-16	2%	-9%	-6%	1
50	Cc1ccc(S(=O)(=O)N2CCOCC2)cc1NC(=O)COC(=O)C1CCC1	10	-1%	2%	-4%	7	.	0%	4%	1
51	CC(C)Oc1ccc(CNC(=S)N/N=C/c2cccnc2)cc1	-16	-29%	?	20%	9	18%	?	-21%	-3
52	CC(=O)c1ccc2c(c1)C1C=CCC1C(c1ccc(S(=O)(=O)N3CCOCC3)cc1)N2 (stereo not drawn)	17	-21%	?	-5%	17	.	-11%	-13%	2
53	Cc1cc(C)n(-c2nc(NCCCN(C)C)c3c4c(sc3n2)COC(C)(C)C4)n1	3	-25%	-1%	1%	-62*	-6%[9.22 µM]	-2%	-14%	1
54	Nc1nc(-c2ccco2)nn1C(=O)c1ccc(Cl)cc1	3	27%	6%	-1%	8	-3%	-1%	23%	0
55	COc1ccc(-n2c(C)c3c(OC)cccc(=O)c3c2C)cc1	-3	15%	18µM*	3%	0	-5%	-7%	13%	3
